# D2 antagonist – antagonists of human D2 dopamine receptor; P14416; HEK293 TREx D2 cells, calcium flux, dopamine EC80; inhibition, % at 10 µM; 340,000 tested, 2% active; in the data active = inhibition above about 30%; note: 0% is about no effect
# Target sequence (P14416 whole entry, looked up): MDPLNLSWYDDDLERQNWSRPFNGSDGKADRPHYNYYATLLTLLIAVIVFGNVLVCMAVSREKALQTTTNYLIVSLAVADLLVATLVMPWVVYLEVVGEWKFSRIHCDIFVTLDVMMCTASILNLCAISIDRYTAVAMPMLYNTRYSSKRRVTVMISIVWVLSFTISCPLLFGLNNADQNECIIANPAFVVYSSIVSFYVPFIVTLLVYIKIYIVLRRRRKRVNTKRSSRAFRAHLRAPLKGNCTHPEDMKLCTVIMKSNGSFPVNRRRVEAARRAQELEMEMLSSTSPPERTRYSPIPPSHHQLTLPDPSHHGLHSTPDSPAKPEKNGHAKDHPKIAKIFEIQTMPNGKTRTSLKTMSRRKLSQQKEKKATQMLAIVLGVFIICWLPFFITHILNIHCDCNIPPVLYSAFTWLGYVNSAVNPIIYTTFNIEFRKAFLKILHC
#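 Cells plated overnight at 30 C with tetracycline; no-wash calcium dye, 30–90 min RT; 10 s baseline; compound pinned; 180 s read; EC80 dopamine added; another 180 s read.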
# IDH1 R132H inh – inhibitors of human mutant IDH1 R132H. 390,000 tested, 0.093% active. IDH1-R132H enzyme, NADPH consumption, diaphorase/resazurin fluorescence. AID 602179. Potency, µM (titrated, usually from 76.6 µM), for the others: top-dose activity change, negative = inhibition, usual class: inhibitors. O75874; note: potency is the fitted concentration of half-maximal effect; % is set by controls: 0 for no effect and ±100 for the full control effect; nearly all actives have a fitted effect of over 65% in size
#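 IDH1-R132H (0.5 ug/mL dispensed) in pH 7.5 Tris buffer was preincubated 30 min with compound, then given a substrate mix of 0.016 mM NADPH and 2 mM alpha-KG for 80 min at room temperature; remaining NADPH was read by diaphorase/resazurin fluorescence.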
# USP1-UAF1 inh – USP1/UAF1 (human) deubiquitinase inhibition. O94782. recombinant USP1/UAF1, Ub-Rhodamine cleavage fluorescence. Potency, µM (doses to about 57.1 µM), without a hit: at the highest dose activity change, negative = inhibition, most hits filed as inhibitors. 390,000 tested, 0.23% active. AID 743255; note: potency is the fitted concentration of half-maximal effect; % is set by controls: 0 for no effect and ±100 for the full control effect; nearly all actives have a fitted effect of over 60% in size; inactives centre near -12
#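 In this screen, compounds sit with the deubiquitinase complex (1nM) for 15 min at room temperature before Ub-Rho is added at 150nM final. Fluorescence rise is then followed for 6 reads every 60 seconds.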
# Pin1 inhibitor – inhibitors of human Pin1; 390,000 tested, 0.009% active; Pin1 FP peptide displacement, HiFluor488, 10 min; AID 504891; Q13526; Potency, µM (doses to about 115 µM), for the others: at the highest dose activity, negative = inhibition, usual class: inhibitors; active = well fitted inhibition curve with a large enough effect in the polarisation, with a control signal flat, not every such curve was filed as active; inconclusive = small, poorly fitted or top-dose-only effect, or effect the other way, or a change in a side signal; inactive = no such curve, though single readings can be large or run the other way; the % refers to the polarisation; note: potency is the fitted concentration of half-maximal effect; % is set by controls: 0 for no effect and ±100 for the full control effect
# Target sequence (Q13526 whole entry, looked up): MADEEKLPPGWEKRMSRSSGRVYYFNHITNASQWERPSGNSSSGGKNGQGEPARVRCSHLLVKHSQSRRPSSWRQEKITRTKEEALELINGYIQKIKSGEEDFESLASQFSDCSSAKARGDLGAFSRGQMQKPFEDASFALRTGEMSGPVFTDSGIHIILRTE
# TrxR1 substrate – is turned over as a substrate by rat TrxR1. Potency, µM (doses to about 114 µM), without a hit: at the top dose activity change, negative = substrate turnover. O89049. purified TrxR1 substrate turnover, NADPH consumption readout. 390,000 tested, 0.01% active. AID 588456; note: potency is the fitted concentration of half-maximal effect; % is set by controls: 0 for no effect and ±100 for the full control effect; nearly all actives have a fitted effect of over 50% in size
#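 Rat TrxR1, dispensed at 90 nM, was prereduced with 400 uM NADPH (final) for 5 min at ~22 deg C, then incubated with compound 15 min before 400 uM selenite. A first-read NADPH fluorescence drop versus no-compound background flagged substrates.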
# TRHR PAM – allosteric enhancers of human TRH receptor. enhancement, % at 2 µM. TRHR cells, fluo-8 calcium fluorescence, EC20 TRH enhancement. 360,000 tested, 0.66% active; in the data active = enhancement above about 30%; note: 0% is about no effect
# Target sequence (P34981 whole entry, looked up): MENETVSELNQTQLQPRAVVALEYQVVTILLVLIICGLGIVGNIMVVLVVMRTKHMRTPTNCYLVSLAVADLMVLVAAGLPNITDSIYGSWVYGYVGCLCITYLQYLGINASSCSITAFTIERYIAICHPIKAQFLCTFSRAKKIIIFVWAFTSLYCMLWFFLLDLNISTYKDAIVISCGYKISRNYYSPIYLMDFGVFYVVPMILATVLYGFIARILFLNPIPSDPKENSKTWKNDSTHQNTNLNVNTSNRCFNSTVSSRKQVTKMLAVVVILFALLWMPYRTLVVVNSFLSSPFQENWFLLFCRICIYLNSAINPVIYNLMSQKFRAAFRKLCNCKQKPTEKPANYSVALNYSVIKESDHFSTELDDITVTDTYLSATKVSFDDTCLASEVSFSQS
#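 Enhancer read-out: after compound pinning and an initial kinetic agonist-mode read, an EC20 of TRH (10 nM final) was injected and fluo-8 calcium signal (Ex 480/Em 530) followed at 1 s/cycle for 100 cycles in TRHR-expressing cells.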
# rTrxR1 inhibitor – rat TrxR1 inhibition. O89049. recombinant rTrxR1, NADPH fluorescence consumption, selenite substrate. Potency, µM (doses to about 114 µM), inactives show at the top dose activity change, negative = inhibition, actives largely listed as inhibitors. 390,000 tested, 1% active; note: potency is the fitted concentration of half-maximal effect; % is set by controls: 0 for no effect and ±100 for the full control effect; nearly all actives have a fitted effect of over 65% in size
#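 Rat TrxR1 (90 nM in the dispensed reagent) was pre-reduced with 400 uM NADPH for 5 min at room temperature, then incubated with compound for 15 min. After 400 uM selenite was added, NADPH fluorescence (Ex 340/Em 450 nm) was followed for 8 min.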
# D2 agonist – activates the human D2 dopamine receptor | P14416 | HEK293 T-REx D2 cells, calcium flux agonist mode | activation, % at 2 µM | 340,000 tested, 0.53% active | AID 485358;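 active = activation over 3 SD above normal in the single-dose calcium agonist read, cut at about 30% in these data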; note: 0% is about no effect
#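 Tetracycline-induced HEK293 T-REx cells with force-coupled D2 receptor, plated overnight at 30 C, loaded with no-wash calcium dye. After a 10 s baseline, compound was pin-added and calcium flux read kinetically for 180 s; calcium rises flagged agonists.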
# TRHR ag – activates the human TRH receptor. TRHR cells, calcium flux fluo-8, FDSS agonist mode. P34981. activation, % at 2 µM. 360,000 tested, 0.18% active; in the data active = activation above about 30%; note: 0% is about no effect
#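 Read-out: compound-evoked intracellular calcium rise in TRHR cells, fluo-8 dye, kinetic FDSS fluorescence at 1 s/cycle following a 10-cycle baseline. Cells cultured overnight before dye loading (30 min–1.5 h, RT).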
# The depositor's hits bear a star; ? = inconclusive; nt = not tested or not shown; & = joins results of further samples; [ ] = another dose, or the depositor's remark. Unless noted, calls come from the whole dose curve; as a rule, active = well fitted inhibition curve with a large enough effect; inconclusive = small, poorly fitted or top-dose-only effect; inactive = no such curve, though single readings can be large or run the other way. Not all compounds are listed; rates above refer to the full screens.
SMILES,D2 antagonist,IDH1 R132H inh,USP1-UAF1 inh,Pin1 inhibitor,TrxR1 substrate,TRHR PAM,rTrxR1 inhibitor,D2 agonist,TRHR ag
COc1cc(C(=O)COC(=O)c2cc([N+](=O)[O-])ccc2N2CCOCC2)ccc1OC(F)F,4,3%,-18%,12%,-5%,-7,-3%,1.3,0.2
O=C(c1ccc(NS(=O)(=O)c2cccc([N+](=O)[O-])c2)cc1)N1CCCCCC1,2,-2%,-3%,6%,-5%[57.1 µM],-5,15%,0.0,0.2
COc1ccc(NC(=O)/C(=C/c2ccc(OC(C)=O)c(OC)c2)NC(C)=O)cc1,1,5%,-13%,14%,-13%,-2,-18%,0.0,0.1
COc1ccc(C)cc1S(=O)(=O)N1CCC(C(=O)N2CCN(C)CC2)CC1,nt,0%,-11%,2%,3%,2,4%,nt,-0.1
Cc1ccc(/C=C2/SC(=S)N(CCCC(=O)Nc3ccc(O)cc3)C2=O)cc1,-8,0%,-7%,1%,2%[57.1 µM],3,8%[57.1 µM],0.5,-1.0
COc1cccc(CNC(=O)c2cc3c(s2)-c2c(C)cccc2OC3)c1,nt,-3%,?,21%,242%[activator],14,?,-0.1,0.3
COc1ccc(N2CCN(C(=O)CSCc3nc(-c4ccccc4Cl)oc3C)CC2)cc1,nt,9%,-26%,?,-7%,8,7%,-1.2,-0.4
CC(C)N(C(=O)Cc1ccccc1[N+](=O)[O-])C(C)C,-12,-5%,-7%,-5%,7%[57.1 µM],-4,25%[57.1 µM],-0.9,-0.3
O=C(/C=C/c1ccc(Cl)c([N+](=O)[O-])c1)c1ccc(O)cc1,1,5%,-13%,?,-6%,2,-13%,-1.0,-1.3
CC(C)(C)[C@H]1C=C(C(=O)N2CCN(Cc3ccc4c(c3)OCO4)CC2)O[C@@H](OCCCCO)C1,-23,-2%,-25%,-10%,3%,-4,15%,-0.1,-0.4
COc1ccc(-c2nnn(CC(=O)c3c[nH]c4ccccc34)n2)cc1OC,-10,-1%,-19%,41%[activator],4%,4,10%,-1.5,1.2
CC(C)[C@@H]1CC[C@@H](C)c2c(-c3ccccc3)n[nH]c21,-15,3%,-4%,?,-14%,2,-7%,1.9,3.4
Cc1ccc(-n2c(SCc3nc4ccccc4c(=O)[nH]3)nnc2-c2ccccc2O)cc1,-6,2%,-8%,-4%,-6%,-1,-17%,-0.4,0.0
CCn1ncc(C2=NOC(C(=O)NCc3ccc(OC)cc3)C2)c1C (stereo not drawn),6,3%,-17%,-1%,3%,-5,-4%,31*,0.0
Cc1cccc(C)c1NC(=O)N1C2CCCC1CC(NC(=O)C(C)(C)C)C2 (stereo not drawn),38*,2%,0%,-9%,-4%,1,-5%,0.2,-0.8
Cc1cccc(C(=O)NNC(=O)c2ccc(O)cc2)c1,9,-4%,6%,-5%,4%[57.1 µM],30,15%[57.1 µM],-0.7,0.9
CCOc1ccc(C(=O)COC(=O)C2COc3ccccc3O2)cc1 (stereo not drawn),8,-1%,-15%,2%,1%,-4,12%,-0.1,-0.1
CC(C)Oc1ccccc1C1CC(=O)Nc2cc3c(cc21)OCCO3 (stereo not drawn),13,13%,-12%,2%,2%,-3,6%,-0.1,-0.3
O=C1C2CC=CCC2C(=O)N1c1n[nH]c(CCc2ccccc2)n1 (stereo not drawn),3,3%,-13%,-2%,8%,-2,16%,-0.6,0.1
Clc1ccc(OCCCc2nc(-c3ccncc3)no2)c(Cl)c1,-3,4%,-17%,2%,-4%,-1,5%,-1.4,-0.2

# Some values from the list:
# Cc1ccc(-n2c(SCc3nc4ccccc4c(=O)[nH]3)nnc2-c2ccccc2O)cc1 – TRHR ag = 0.0
# COc1ccc(-c2nnn(CC(=O)c3c[nH]c4ccccc34)n2)cc1OC – D2 antagonist = -10

# New compounds follow:
SMILES,D2 antagonist,IDH1 R132H inh,USP1-UAF1 inh,Pin1 inhibitor,TrxR1 substrate,TRHR PAM,rTrxR1 inhibitor,D2 agonist,TRHR ag
CC(=O)N1CCc2cc(S(=O)(=O)NCC(=O)NCc3ccccc3Cl)ccc21,3,-5%,-22%,2%,0%,-5,10%,0.9,-0.3
O=C(CN1N=C(C(F)(F)F)CC1(O)c1ccc([N+](=O)[O-])cc1)c1ccccc1 (stereo not drawn),3,7%,-11%,0%,-8%,0,3%,-0.5,-0.6
Cc1cc(C)c2c(=O)c3c(oc2c1)C(=O)N(Cc1ccco1)C3c1ccccc1F (stereo not drawn),nt,nt,-15%,-7%,2%,18,4%,-0.7,-0.2
COc1ccc(CN2C(=O)N(c3ccc(F)cc3)C(=O)C2CC(=O)Nc2ccccc2)cc1 (stereo not drawn),nt,0%,-2%,-12%,-8%,-5,7%,-0.2,0.7
Cc1ccc(-c2cn3c(n2)sc2cc(C(=O)NC(C)C45CC6CC(CC(C6)C4)C5)ccc23)cc1 (stereo not drawn),nt,3%,-7%,1%,3%,-7,18%,0.4,0.5
CNC(=S)NNC(=O)c1sc2cc(C(F)(F)F)cnc2c1-c1ccccn1,-6,11%,0%,1%,8%[11.4 µM],-2,24%[11.4 µM],2.0,-0.4
CCOC(=O)NC(=O)C(=CNc1ccc(C)cc1)C(=O)NC(=O)OCC,-9,-6%,-8%,1%,0%,-4,5%,1.1,0.2
O=C1C/C(=C/NCc2ccccc2)C(=O)N1,-3,4%,-3%,-3%,7%[57.1 µM],0,0%[57.1 µM],0.3,0.7
COCCCNc1nnc(Cc2ccc(Cl)cc2)c(=O)[nH]1,6,7%,0%,-2%,11%,7,24%,0.2,-0.2
Cc1noc(C)c1C(=O)OCC(=O)c1ccc[nH]1,-13,-4%,-18%,-3%,2%,2,8%,0.0,0.5
CCCCn1nc2cc(C(=O)NCc3ccc(OC(F)(F)F)cc3)ccc2c1OC,-7,-6%,-23%,0%,19%[57.1 µM],1,2%[57.1 µM],0.4,-0.4
OCCN1CCN(C(=S)Nc2ccccc2)CC1,6,8%,-3%,-4%,6%[57.1 µM],0,16%[57.1 µM],0.1,0.4
CCCCC(=O)OC1=C(C(=O)c2ccccc2)N(CCC)S(=O)(=O)c2ccccc21,nt,nt,-12%,-4%,-8%,-2,-3%,0.0,1.7
CC(=O)c1ccc(NS(=O)(=O)Cc2ccc(Cl)cc2)cc1,-2,11%,1%,-3%,0%,-7,3%,-0.7,0.1
Cc1ccc(NC(=O)COC(=O)CSCC(=O)Nc2cc(C)on2)c(C)c1,-29,2%,-18%,1%,2%,11,-3%,-1.1,-0.4
Cc1ccc(C(=O)CSc2nnc(COc3cccc(C)c3)o2)cc1,-8,6%,-10%,4%,-2%,-9,3%,-0.5,0.2
COc1cc(C(C)=O)ccc1OCC(O)CN1CCN(c2ccc(C)cc2C)CC1 (stereo not drawn),4,4%,-13%,-11%,-1%[57.1 µM],4,12%[57.1 µM],-1.8,0.1
O=C(COC(=O)c1ccc2c(=O)n3c(nc2c1)CCC3)NC1CCS(=O)(=O)C1 (stereo not drawn),nt,-1%,7%,-1%,7%[57.1 µM],-2,-3%[57.1 µM],nt,0.6
COc1ccc(-c2c(-c3cc(OC)cc(OC)c3)n(C)c3ccc(-c4cnc(OC)nc4)cc23)cc1,nt,0%,-4%,8%,49%[activator][57.1 µM],nt,62%[activator][57.1 µM],nt,nt
Cc1cnc(C(=O)OCC(=O)NC2CCCCCCC2)cn1,4,-2%,-15%,2%,-3%,1,-1%,0.0,-0.1
CSCCC(NS(=O)(=O)c1ccc2c(c1)oc(=O)n2C)C(=O)NC1CCN(Cc2ccccc2)CC1 (stereo not drawn),-12,2%,2%,-7%,6%[57.1 µM],0,20%[57.1 µM],0.9,0.0
COc1cc(NC(=O)CSc2nncn2C)c(C)cc1[N+](=O)[O-],0,-4%,-4%,0%,4%[57.1 µM],-1,11%[57.1 µM],0.1,0.2
O=C(CN1C(=O)CCSc2ccc(S(=O)(=O)N3CCCC3)cc21)Nc1ccccc1Cl,-2,-4%&2%,-14%&-1%,7%&2%,-8%,-5&-10,1%,0.3&-1.0,-0.9&-0.1
COc1ccc(S(=O)(=O)N2CCN(Cc3ccccc3)CC2)c(C)c1,7,-5%,-11%,0%,-6%,0,18%,1.7,0.1
Cc1ccccc1NC(=O)Cc1nnc(N)s1,-4,6%,2%,0%,3%[57.1 µM],3,18%[57.1 µM],0.8,0.3
CS(=O)(=O)N(CC(N)=O)c1ccc(F)c(Cl)c1,-17,-2%,-3%,-5%,-6%,4,-2%,0.3,0.0
CCc1cccc(C)c1NC(=O)NC1COc2ccccc2C1 (stereo not drawn),nt,13%,-14%,0%,1%[57.1 µM],4,11%[57.1 µM],0.0,-0.7
O=C(CCCCn1c(=O)[nH]c2ccccc2c1=O)NCCC1=CCCCC1,3,10%,-17%,-1%,-4%,3,-7%,-0.5,-0.9
COCCN(CC(=O)NCc1ccc(OC)cc1)C(=O)CCC(=O)Nc1nccs1,-16,3%,6%,2%,-11%,4,25%[57.1 µM],-0.1,0.4
O=C(Cn1cnc2cc([N+](=O)[O-])ccc2c1=O)Nc1cccc(S(=O)(=O)N2CCCCC2)c1,nt,0%,-16%,6%,-1%,nt,10%,nt,nt
Cn1c(=O)n(C)c2cc([N+](=O)[O-])c(N3CCN(C(=O)c4ccc(Cl)cc4)CC3)cc21,-8,3%,-14%,?,-10%,-1,-4%,-0.1,0.1

# By substructure, the compounds so far with a tert-butyl group
SMILES,D2 antagonist,IDH1 R132H inh,USP1-UAF1 inh,Pin1 inhibitor,TrxR1 substrate,TRHR PAM,rTrxR1 inhibitor,D2 agonist,TRHR ag
CC(C)(C)[C@H]1C=C(C(=O)N2CCN(Cc3ccc4c(c3)OCO4)CC2)O[C@@H](OCCCCO)C1,-23,-2%,-25%,-10%,3%,-4,15%,-0.1,-0.4
Cc1cccc(C)c1NC(=O)N1C2CCCC1CC(NC(=O)C(C)(C)C)C2 (stereo not drawn),38*,2%,0%,-9%,-4%,1,-5%,0.2,-0.8
